From PubChem
VCAM1 TNFa inh = reduces TNF alpha induced VCAM1 expression in HUVEC; HUVEC TNFa-induced VCAM-1 immunofluorescence, high-content imaging; inhibition, % at 2 µM; 95,000 compounds, 0.48% hits; AID 802;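 active = inhibition above the batch mean plus 3 SD, with images confirmed as a hit by eye, cut at about 37% in these data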;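 also: 0% = TNF-stimulated DMSO wells and 100% = unstimulated control wells; not every result past the cut was called active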
HUVEC prolif 384 = human endothelial cell proliferation inhibition. HUVEC proliferation, CellTiter-Glo luminescence, 72 h; stronger effect = lower value. AID 648. viability, % at 10 µM (by protocol). 86,000 compounds, 1.1% hits;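 active = viability at or below 30%; inactive = viability above 30%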;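 also: 100% = median luminescence of DMSO-only cell control wells on each plate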
Smad3 FoxH1 inh = Smad3 (human) transcription factor binding inhibition | TR-FRET Smad3/Dy647-FoxH1 peptide binding, europium anti-His | inhibition, % at 25 µM | 88,000 compounds, 0.29% hits;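 active = compounds that reduce the energy-transfer binding signal between the protein and its labelled peptide by more than half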;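 also: 0% = Smad3 plus labelled peptide maximal FRET and 100% = peptide-only background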
Target sequence (P84022 whole entry, looked up): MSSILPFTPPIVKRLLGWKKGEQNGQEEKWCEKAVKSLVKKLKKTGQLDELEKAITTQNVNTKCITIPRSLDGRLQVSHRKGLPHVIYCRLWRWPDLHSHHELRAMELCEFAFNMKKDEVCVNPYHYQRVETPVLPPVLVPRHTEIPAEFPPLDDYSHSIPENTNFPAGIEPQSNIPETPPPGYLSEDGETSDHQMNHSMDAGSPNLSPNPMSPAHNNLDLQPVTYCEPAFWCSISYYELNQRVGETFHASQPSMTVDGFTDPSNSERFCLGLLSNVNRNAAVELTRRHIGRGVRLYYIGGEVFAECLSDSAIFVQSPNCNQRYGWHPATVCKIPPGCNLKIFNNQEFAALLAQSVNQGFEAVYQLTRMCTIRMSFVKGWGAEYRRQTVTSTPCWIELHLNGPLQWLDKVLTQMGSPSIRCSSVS
Pyk2 oligo antag = Pyk2 (human) oligomerization antagonism; Q293 cells, Pyk2 FERM NanoBiT luminescence; stronger effect = lower value; z-score (the deposit names both 25 µM and 10 µM); 99,000 compounds, 0.83% hits; AID 1347419;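 active = Z-score of -3 or lower, scaled per plate to the spread of control and sample wells; inactive = z-score above -3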;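 also: negative z-score means lost luminescence so less FERM oligomerization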
H69AR growth 86K = growth inhibitors of human H69AR lung tumor cells; H69AR lung tumor viability, ATP luminescence, 72 h; stronger effect = lower value; viability, % at 10 µM; 85,000 compounds, 6% hits;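 active = viability at or below 40%; inactive = viability above 40%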;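 also: multidrug resistant small cell line overexpressing MRP-1 efflux transporter; 100% = mean luminescence of untreated control wells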
HUVEC tox TNFa = HUVEC cytotoxicity counter-screen, TNF alpha stimulated. HUVEC TNFalpha-stimulated, Hoechst cell count, imaging. cell count reduction, % at 2 µM. 93,000 compounds, 0.17% hits;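 active = cell count reduction exceeding the screen mean by over 5 SD, scaled to untreated wells per plate, cut at about 78% in these data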;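 also: cells counted after 24 h of TNF alpha exposure following the 1 h pretreatment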
Lung fibro prol = blocks proliferation of human lung fibroblasts. LL 47 human lung fibroblast viability, ATP luminescence; stronger effect = lower value. viability, % at 10 µM. 85,000 compounds, 1.1% hits;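 active = viability at or below 50% in the single dose screen; inactive = viability above 50%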;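 also: compound exposure lasted 72 h before the ATP readout; 100% = median luminescence of untreated cell-only wells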
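Assay system: human lung fibroblast line LL 47, low passage. Input: 1,150 fibroblasts seeded per well. Times: overnight cell rest, 72 h compound treatment at 37 °C. Evaluation: % viability of median cell-only signal. Technique: luminescent ATP detection, CellTiter-Glo. Control set: cell-only wells, no compound.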
cytoskel mod = cytoskeleton assembly modification; HUVEC TNFa F-actin phalloidin imaging, high content; 91,000 compounds, 0.18% hits; inhibition, % at 2 µM;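 active = inhibition above the batch mean plus 3 SD and confirmed as a hit by visual image inspection, cut at about 30% in these data, passing the limit was not always enough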; also: strong numbers were not always called active
HUVEC tox IL1B = HUVEC cytotoxicity counter-screen, IL-1B stimulated; HUVEC cell count loss, Hoechst imaging; cell count reduction, % at 2 µM; 94,000 compounds, 0.41% hits; AID 845;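 active = cell count reduction more than 3 SD above the screen-wide mean, cut at about 70% in these data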;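 also: normalized per plate to untreated control cells as the no-loss baseline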
Starred values were filed as active, the others as inactive; x = not tested or not shown; [ ] = another dose, or the depositor's remark.

SMILES | VCAM1 TNFa inh | HUVEC prolif 384 | Smad3 FoxH1 inh | Pyk2 oligo antag | H69AR growth 86K | HUVEC tox TNFa | Lung fibro prol | cytoskel mod | HUVEC tox IL1B
Cc1ccc(-c2nc(C#N)c(NCc3ccco3)o2)cc1 | x | 93 | 7 | -0.51 | 102 | x | 96 | x | x
COc1ccc(-c2nc(Cn3c(SCc4cccc(F)c4)nc4ccncc43)c(C)o2)cc1OC | x | 58 | 8[fluorescence artefact?] | x | 54 | x | 87 | x | x
CCn1ncc(NC(=O)Nc2cccc(C(F)(F)F)c2)c1C(N)=O | 20 | 87 | 14 | 0.53 | 93 | -15 | 97 | -24 | -22
O=C1c2ccccc2C(=O)C1c1ccc2ccccc2n1 | x | 39 | 33[fluorescence artefact?] | -0.61 | 28* | x | 62 | x | x
O=C(CCCCCn1c(=O)[nH]c2ccsc2c1=O)N1CCCCC1 | 19 | x | x | 0.41 | x | -13 | x | 16 | 13
CCC(C)(C(=O)NC1CCCCC1)N(Cc1ccco1)C(=O)CNC(=O)c1ccccc1 (stereo not drawn) | x | 91 | 8 | -0.18 | 97 | x | 101 | x | x
Cc1ccc(NC(=O)C(=S)NCc2ccco2)cc1 | 0 | x | x | 0.24 | x | -11 | x | 5 | 1
COc1ccccc1CN1C(=O)[C@@H]2C(CCC(N)=O)NC3(C(=O)Nc4c3ccc(Cl)c4C)[C@@H]2C1=O (stereo partly drawn) | x | 93 | -1 | 1.8 | 91 | x | 89 | 12 | 13
O=C(CCS(=O)(=O)c1cccc2nsnc12)NCc1ccccc1Cl | 7 | 98 | -13 | -0.22 | 91 | 13 | 101 | -11 | 7
CC(C)(C)c1cc(NC(=O)COc2ccc(Br)cc2)n(-c2ccccc2)n1 | -3 | x | x | -0.51 | x | -12 | x | 7 | -14
COC(=O)c1nc2nc(C)cc(C(F)(F)F)n2n1 | 7 | 97 | -4 | 0.07 | 93 | -25 | 103 | 17 | 6
CCOc1ccc2nc(N3CCC(C(=O)N4CCN(C5CCCCC5)CC4)CC3)sc2c1 | 11 | 92 | -17 | x | 51 | -17 | 90 | -4 | -51
Cc1csc(NC(=O)c2sc3nc(-c4cccs4)ccc3c2N)n1 | 1 | 82 | 5[fluorescence artefact?] | x | 65 | -18 | 110 | 18 | -21
Cc1cc(C)c(S(=O)(=O)Nc2ccc(O)cc2)c(C)c1 | 8 | 112 | -1 | 0.59 | 95 | 10 | 95 | -26 | 57
CCOc1ccc(N(CC(=O)NCC(C)C)S(C)(=O)=O)cc1 | x | 99 | 7 | -1 | 92 | x | 103 | x | x
COc1ccc(C(=O)Nc2cccnc2)cc1C(=O)Nc1cccnc1 | x | 99 | -6 | x | 101 | x | 99 | x | x
O=C(CN(Cc1ccc(F)cc1)C(=O)c1ccco1)NCc1ccc(F)cc1 | 10 | x | x | -1.1 | x | -1 | x | -8 | -23
CN(c1cccc(NC(=O)COc2ccc(Cl)cc2Cl)c1)S(C)(=O)=O | -4 | 88 | 4 | -0.72 | 91 | -42 | 95 | 16 | -18
Cc1ccccc1C(=O)N1CCN(c2ccc([N+](=O)[O-])c(N3CCOCC3)c2)CC1 | 10 | x | x | -1.4 | x | -3 | x | 7 | -82
O=C(Nc1cccnc1)C1OCCc2ccccc21 (stereo not drawn) | 6 | 97 | 12 | -0.28 | 98 | -26 | 104 | 10 | -13
CCN1CCN(c2ccc(NC(=O)CCc3c(C)nc4c(-c5ccccc5)c(C)nn4c3C)cc2)CC1 | -3 | x | x | x | x | 3 | x | -3 | -4
CCCCSc1nc2c(cnn2-c2ccc(Cl)cc2)c(=O)[nH]1 | -7 | 87 | 18[fluorescence artefact?] | -0.32 | 51 | -13 | 88 | 13 | -19
O=c1cc(CSc2ccc(Cl)cc2)nc2nc[nH]n12 | x | 98 | -11 | 1.4 | 88 | x | 97 | x | x
COc1ccccc1N1CCN(C(=O)c2cn(-c3ccccc3)nc2-c2cccnc2)CC1 | -24 | 68 | -1 | -1.5 | 22* | -39 | 93 | 27 | 0
N/C(Cc1ccc([N+](=O)[O-])cc1)=N\OC(=O)COc1cccc2ccccc12 | 12 | x | x | 0.03 | x | -18 | x | 20 | -9

The results go on.
SMILES | VCAM1 TNFa inh | HUVEC prolif 384 | Smad3 FoxH1 inh | Pyk2 oligo antag | H69AR growth 86K | HUVEC tox TNFa | Lung fibro prol | cytoskel mod | HUVEC tox IL1B
COc1ccccc1CNC(=O)C1CC(=O)N(C2CCCC2)C1 (stereo not drawn) | 4 | 111 | -5 | 0.32 | 105 | -18 | 106 | -8 | -14
Cc1nn(-c2ccccc2)c(C)c1C(=O)OC/C(O)=C(\C#N)c1nc2ccccc2[nH]1 | 9 | 86 | 1 | -0.1 | 80 | -8 | 107 | -14 | 8
Cc1ccc(CN2C(=O)CCC2C(=O)NCCN(CC(C)C)CC(C)C)cc1 (stereo not drawn) | -2 | 94 | 3 | 0.22 | 77 | 11 | 92 | 1 | 9
Cc1nc(-c2ccccc2)sc1C(=O)CSc1ccc(Br)cc1 | -2 | x | x | 0.98 | x | 2 | x | 0 | 6
Cc1cc2ccccc2c(=O)n1CC(=O)N(C)c1ccc(F)cc1 | 10 | 96 | 2 | 0.15 | 76 | 17 | 101 | -11 | 31
Cc1cccc(Cn2cnc3c(NS(C)(=O)=O)c(C)c(C)cc32)c1 | 13 | x | x | 0.1 | x | 3 | x | -3 | -30
CCCCCSc1nc(O)cc(=O)[nH]1 | 1 | 98 | 16 | 0.08 | 105 | -19 | 101 | 0 | 47
Cc1ccsc1C(=O)Nc1cc(C(C)(C)C)nn1-c1ccccc1 | -1 | x | x | -0.46 | x | -39 | x | -12 | -23
N#Cc1nc(-c2cccs2)oc1NCc1ccccc1Cl | -3 | 105 | -9 | -1.5 | 77 | -4 | 84 | -2 | 0
CCCCOc1cc(C)nc(NCc2ccccc2)n1 | 9 | 43 | -11 | -0.58 | 58 | 1 | 84 | -42 | -16
CS(=O)(=O)c1ccccc1-c1nc(-c2cc(C(F)(F)F)cc(C(F)(F)F)c2)no1 | 0 | x | x | -0.91 | x | -4 | x | -5 | -20
COc1cccc(-n2c(SCC(=O)NC(C)(C)C)nnc2-c2ccoc2C)c1 | 4 | 97 | -10 | -0.11 | 94 | -2 | 98 | 3 | -55
O=C(COc1ccc(=O)n(-c2ccccc2)n1)Nc1ccccc1 | 18 | 101 | 6 | x | 86 | 1 | 99 | -12 | 6
O=C(CCN1C(=O)c2ccccc2S1(=O)=O)NCc1ccco1 | -10 | 96 | -8 | -0.28 | 90 | -5 | 105 | -19 | -5
Cc1ccc(N(C(=O)CNC(=O)c2ccco2)C(C(=O)NCC2CCCO2)c2ccccc2)cc1 (stereo not drawn) | x | 85 | -2 | 0.04 | 95 | x | 100 | x | x
c1cc2c(cc1C1=Nn3c(nnc3C3CCCCC3)SC1)OCO2 | 14 | 75 | -12 | -1.6 | 29* | -19 | 84 | 9 | 19
C/C(N)=C(/C#N)C(=O)COC(=O)C1CCC(C(C)(C)C)CC1 (stereo not drawn) | 22 | 85 | 2 | -1.8 | 88 | -20 | 78 | -1 | -14
CSc1nnc(NC(=O)c2ccc(C)c(S(=O)(=O)N3CCOCC3)c2)s1 | 3 | 89 | -3 | -0.92 | 89 | 10 | 96 | -6 | 42
O=C(Nc1nnc(CC(c2ccccc2)c2ccccc2)s1)c1ccco1 | 10 | 88 | 6 | 0.49 | 53 | -7 | 95 | -11 | 15
Cc1[nH]c(=O)[nH]c(=O)c1S(=O)(=O)NCCc1ccc(S(N)(=O)=O)cc1 | x | 94 | 7 | 0.86 | 92 | x | 94 | x | x
CCCC(C1=C(O)CC(C)(C)CC1=O)C1C(=O)CC(C)(C)CC1=O (stereo not drawn) | 0 | 99 | -13 | -0.4 | 107 | 7 | 98 | 6 | -3
COc1ccc(NC(=O)C2CCC(N3C(=O)C4C5C=CC(C5)C4C3=O)CC2)cc1 (stereo not drawn) | -3 | 94 | 9 | 0.14 | 89 | -9 | 108 | 2 | 11
CC1(C)CC(O)C(C)(C)N1O (stereo not drawn) | -7 | 98 | 0 | 0.6 | 93 | -41 | 96 | 6 | -24
CCOc1ccc2[nH]c(=O)c(CN(Cc3cccs3)Cc3nnnn3C(C)(C)CC)cc2c1 | 19 | 83 | 2 | -2 | 28* | -13 | 91 | 12 | 13
COC(=O)c1ccc2c(c1)N(C)C(=O)CS2 | -4 | 83 | 6 | 0.26 | 88 | -5 | 99 | -15 | -14

Later entries
SMILES | VCAM1 TNFa inh | HUVEC prolif 384 | Smad3 FoxH1 inh | Pyk2 oligo antag | H69AR growth 86K | HUVEC tox TNFa | Lung fibro prol | cytoskel mod | HUVEC tox IL1B
N#C/C(=C/c1ccc(N2CCCCC2)o1)C(=O)Nc1ccc(Cl)cc1 | 6 | x | x | 0.99 | x | -31 | x | 11 | -22
Cc1noc2ncnc(Sc3c(Cl)cccc3Cl)c12 | -15 | 52 | 15 | -1 | 16* | -7 | 49* | 2 | x
CCOC(=O)c1ccc(NC(=O)CC2C(=O)N(c3ccc(F)cc3)C(=O)N2CCCOC)cc1 (stereo not drawn) | 8 | x | x | -0.53 | x | -19 | x | -4 | -25
Cc1cc(C)cc(OCC(=O)OCC(=O)NCc2ccco2)c1 | 31 | x | x | -0.94 | x | x | x | 14 | 16
COc1ccc(CN2CC(C(=O)NCc3ccccn3)CC2=O)cc1 (stereo not drawn) | 0 | 96 | 4 | 0.53 | 104 | -8 | 99 | 0 | -29
CC(C)Oc1cccc(C(=O)NC(=S)Nc2ccc3c4c(cccc24)CC3)c1 | -4 | x | x | 0.76 | x | x | x | -8 | 19
CCN(Cc1cc2ccc(C)cc2[nH]c1=O)C(=O)c1cccnc1 | 6 | 86 | 4 | x | 97 | -21 | 99 | -5 | x
O=C(Cn1cnc2ccccc2c1=O)c1ccc2ccccc2c1 | -8 | 86 | -2 | 0.18 | 111 | -18 | 107 | 12 | -60
CC(C)c1nnc(SCC(=O)Nc2ccc3c(c2)OCO3)n1C | 17 | 108 | -3 | -0.09 | 92 | -20 | 95 | -6 | -9
CCC(C)N1C(=O)CCC1C(=O)N1CCN(c2ccccc2F)CC1 (stereo not drawn) | 15 | 99 | 8 | 0.9 | 101 | 22 | 107 | -13 | 8

Part of the list above in a different format:
Results follow in this order: VCAM1 TNFa inh	HUVEC prolif 384	Smad3 FoxH1 inh	Pyk2 oligo antag	H69AR growth 86K	HUVEC tox TNFa	Lung fibro prol	cytoskel mod	HUVEC tox IL1B
Cc1cc(C)cc(OCC(=O)OCC(=O)NCc2ccco2)c1
    31	x	x	-0.94	x	x	x	14	16
COc1ccc(CN2CC(C(=O)NCc3ccccn3)CC2=O)cc1 (stereo not drawn)
    0	96	4	0.53	104	-8	99	0	-29
CC(C)Oc1cccc(C(=O)NC(=S)Nc2ccc3c4c(cccc24)CC3)c1
    -4	x	x	0.76	x	x	x	-8	19
CCN(Cc1cc2ccc(C)cc2[nH]c1=O)C(=O)c1cccnc1
    6	86	4	x	97	-21	99	-5	x
O=C(Cn1cnc2ccccc2c1=O)c1ccc2ccccc2c1
    -8	86	-2	0.18	111	-18	107	12	-60

Single records, from the list above:
Entry for CC1(C)CC(O)C(C)(C)N1O (stereo not drawn) = VCAM1 TNFa inh: -7; HUVEC prolif 384: 98; Smad3 FoxH1 inh: 0; Pyk2 oligo antag: 0.6; H69AR growth 86K: 93; HUVEC tox TNFa: -41; Lung fibro prol: 96; cytoskel mod: 6; HUVEC tox IL1B: -24
Entry for Cc1ccc(NC(=O)C(=S)NCc2ccco2)cc1 = VCAM1 TNFa inh: 0; HUVEC prolif 384: x; Smad3 FoxH1 inh: x; Pyk2 oligo antag: 0.24; H69AR growth 86K: x; HUVEC tox TNFa: -11; Lung fibro prol: x; cytoskel mod: 5; HUVEC tox IL1B: 1

Only part of the results is shown. The share of hits here may be higher or lower than overall.
